CASP6 VEID inh: inhibitors of human caspase-6; 0.53% of 350,000 active; purified caspase-6, Z-VEID-R110 cleavage fluorescence; AID 686996; inhibition, % at 12.5 µM;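 active = mean inhibition across replicates at least about 35%, with every replicate also reaching that limit, limit read from the data; inconclusive = only one of the two criteria met; inactive = neither criterion met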;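 note: 0% = median of neutral control wells and 100% = no fluorescence left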
Target sequence (P55212 24-179 limits assumed): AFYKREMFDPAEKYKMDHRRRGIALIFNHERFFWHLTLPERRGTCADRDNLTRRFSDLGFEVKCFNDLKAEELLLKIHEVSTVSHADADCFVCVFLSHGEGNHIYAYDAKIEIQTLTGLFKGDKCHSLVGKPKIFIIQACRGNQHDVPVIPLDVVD
Target sequence (P55212 194-293 limits assumed): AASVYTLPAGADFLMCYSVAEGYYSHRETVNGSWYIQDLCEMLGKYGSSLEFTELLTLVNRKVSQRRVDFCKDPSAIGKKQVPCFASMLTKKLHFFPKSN
DENV2 CPE rescue: inhibitors of DENV2 cytopathic effect; DENV2-infected cells, cytopathic effect rescue, plate reader; CPE inhibition, % at 9.99 µM; 1.7% of 350,000 active; AID 651640; in the data active = CPE inhibition above about 20%, passing the limit was not always enough; inconclusive = no clear call, values can overlap the other calls; tested in BHK-21 cells;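 note: 0% = median of neutral control wells and 100% = median of positive control wells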
EWS-Fli inh: blocks EWS/Fli oncoprotein-driven transcription; A673 NR0B1-luciferase reporter, viability-normalised; inhibition, % at 12.6 µM; 0.67% of 350,000 active; AID 651661;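 active = mean inhibition of at least 50% after viability correction, with every replicate also passing that limit; inconclusive = mean reaches 50% but only one of two replicates passes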;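 note: firefly luciferase signal divided by Alamar Blue viability fluorescence both relative to DMSO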
LGR2 inh: blocks bursicon-induced cAMP signaling via Drosophila LGR2; HEK293 LGR2, CRE-luciferase, bursicon-stimulated, 4 h; inhibition, % at 9.99 µM; 0.35% of 380,000 active;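 active = drop in luminescence signal, shown as inhibition above about 50% in the replicate tests, limit read from the data, passing the limit was not always enough; inconclusive = probably only some replicates passing the limit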;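 note: agonist challenge used bursicon conditioned medium at about half maximal strength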
PAX8 reporter: PAX8 transcriptional activity inhibition. RMG-I TPO-luciferase reporter, SteadyGlo, 24 h. inhibition, % at 12.6 µM. 1.2% of 360,000 active. AID 652154;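 active = mean replicate inhibition at least 60% with every replicate also reaching 60%; inconclusive = only one of the two criteria is met; inactive = mean below 60% and not all replicates reaching 60%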;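 note: luciferase light reporting Pax8 driven TPO promoter activity; plate controls were median of neutral control wells for no effect and mitoxantrone controls for full effect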
ARNT-TACC3 inh: disruptors of human ARNT/TACC3 interaction | AlphaScreen His-ARNT PAS-B/GST-TACC3 binding, luminescence; TACC3 fragment carries E629A point mutation | inhibition, % at 9.99 µM | 0.66% of 390,000 active | AID 623870;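 active = mean inhibition of replicates at least 50% and at least half of replicates each reaching 50%; inconclusive = half or more replicates reach 50% but mean below 50%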;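 note: 0% = complete ARNT plus TACC3 wells and 100% = ARNT alone without TACC3; many hits fall short of the cut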
SIRT5 inh: inhibitors of human sirtuin-5 desuccinylase. Purified SirT5, succinyl-peptide AMC, trypsin-coupled fluorescence. inhibition, % at 15 µM. 1.1% of 330,000 active. AID 652115; in the data active = inhibition above about 15%; inconclusive = no clear call, values can overlap the other calls
Target sequence (Q9NXA8 whole entry, looked up): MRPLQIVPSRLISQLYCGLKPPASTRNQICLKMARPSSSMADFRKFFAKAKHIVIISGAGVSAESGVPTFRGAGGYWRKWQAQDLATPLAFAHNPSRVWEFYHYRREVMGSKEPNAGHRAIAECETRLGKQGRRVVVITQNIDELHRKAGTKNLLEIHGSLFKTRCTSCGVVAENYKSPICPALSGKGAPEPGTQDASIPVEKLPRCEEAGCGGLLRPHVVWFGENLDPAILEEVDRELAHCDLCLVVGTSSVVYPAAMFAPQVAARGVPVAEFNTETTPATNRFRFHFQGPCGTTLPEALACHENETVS
An asterisk follows results filed as active; ? = inconclusive; · = not tested or not shown.

SMILES	EWS-Fli inh	DENV2 CPE rescue	CASP6 VEID inh	PAX8 reporter	SIRT5 inh	ARNT-TACC3 inh	LGR2 inh
C[C@H](CO)N1C[C@H](C)[C@H](CN(C)Cc2ccncc2)Oc2ncc(C#CC3CCCCC3)cc2C1=O	-10	-6	-4	·	-1	0	12
O=C(COC(=O)c1ccccc1F)Nc1cccnc1Cl	6	-3	4	12	-1	-2	-9
COCC(=O)N/N=C/c1c(C)[nH]n(-c2ccccc2)c1=O	5	0	0	4	-4	·	-2
COc1ccc(Cl)cc1C(=O)CSc1nnnn1C	0	6	-3	16	-2	2	-18
Cc1ccnc(NS(=O)(=O)c2ccc(NC(=O)c3ccc(Br)o3)cc2)n1	3	-3	3	5	-5	·	·
C[C@@H]1CN([C@@H](C)CO)C(=O)Cc2cc(NC(=O)CCCN(C)C)ccc2O[C@H]1CN(C)CC1CCCCC1	-1	6	0	-5	11	5	-8
O=C(c1ccc(Cl)cc1[N+](=O)[O-])N1CCOCC1	2	4	1	5	·	-9	7
CCOC(=O)C1CCN(C2CCN(Cc3nc(-c4ccccc4)no3)CC2)CC1	-4	-5	2	-2	3	-1	38
COc1ccc(CCNC(=O)CSc2nn(-c3ccccc3)c(=S)s2)cc1	3	8	-1	-3	-4	-9	11
N#CCCN(C(=O)COc1ccc(F)cc1Br)c1ccccc1F	-7	-3	6	6	-1	1	5
O=C(c1cccc(Cl)c1)N1CCN(c2ncccn2)CC1	3	?	1	13	-1	-4	14
O=C(NCc1ccccc1Cl)C1CCCN(S(=O)(=O)c2cccc3nonc23)C1 (stereo not given)	-2	12	-2	8	-3	-17	-8
Nc1ncnc2c(C3OC(CO)C(O)C3O)c[nH]c12 (stereo not given)	46	-21	-1	118*	·	9	101*
COc1ccc(N(CC(=O)NCCc2ccccc2)C(=O)c2csnn2)cc1OC	3	14	-1	-22	1	·	-10
CC(C)c1ccc(CCNC(=O)CCNC(=O)c2ccc(Br)cc2)cc1	·	15	-3	-9	-1	0	7
C/C=C/Cn1cccc(C(=O)Nc2ccc(OC)cc2)c1=O	-7	7	2	-31	-2	4	-3
COc1ccc(C(C(=O)NC2CCCCC2)N(C(=O)c2ccco2)c2ccccc2C(C)=O)cc1OC (stereo not given)	-1	2	1	-17	-6	-12	-2
CCCCN(C)CCN1C(=O)C2C(C(=O)Nc3ccc(Cl)cc3)C3C=CC2(O3)C1C(=O)NC1CCCCC1 (stereo not given)	10	-8	1	-15	-7	6	6
CSc1nc(O)c(Nc2cccc(Cl)c2)c(=O)[nH]1	11	-4	0	31	0	2	-2
C[C@H]1CN([C@@H](C)CO)S(=O)(=O)c2ccc(C#Cc3cccnc3)cc2O[C@@H]1CN(C)C	-5	?	-12	·	2	14	-16
Cn1c(SCC(=O)NC2CC2)nnc1C1CC1	4	12	-1	-11	-2	-2	10
CCc1nc2ccc(C(=O)Nc3ccc(NC(C)=O)cc3)cc2nc1CC	-6	2	0	-13	-2	-19	8
COc1ccc(NS(=O)(=O)c2cccc(C(=O)N/N=C/c3ccccc3OC)c2)cc1	0	-3	0	10	-7	0	0
CO[C@@H]1CN(C)C(=O)c2cc(NC(=O)CN(C)C)ccc2OC[C@@H](C)N(C(=O)C2CC2)C[C@H]1C	-17	-2	0	-17	7	-4	-1
CCN(CC)c1ccc(C(=O)NNC(=O)CN2C(=O)NC3(CCCCC3)C2=O)cc1	-10	-1	3	-6	3	-3	-22
O=C(Cc1ccccc1)N1CC(=O)N2[C@H](CO)[C@@H](c3ccc(C#CCc4ccccc4)cc3)[C@@H]2C1	4	5	2	·	3	·	8
O=S(=O)(Nc1ccc(F)cc1)c1ccc(NS(=O)(=O)c2cccs2)cc1	14	3	-1	2	-3	·	-1
CC1(C)CC(=O)C2=C(C1)c1c(ccc3ccccc13)NC2c1ccco1 (stereo not given)	-6	1	12	·	-15	7	6
COc1ccc(NC(=O)CN(C)C(=O)c2cccc(S(=O)(=O)Nc3ccc(OC)cc3)c2)cc1	3	8	2	11	3	9	30
COc1ccc(CCn2ccc(O)c(Cc3ccc(Cl)cc3)c2=O)cc1OC	-1	-2	·	-10	0	-2	11
O=C(COC(=O)c1ccccc1C(=O)N1CCN(c2ccccc2)CC1)Nc1ccccc1	0	?	-4	11	2	9	13
C[C@H](CO)N1C[C@H](C)[C@@H](CN(C)Cc2cccnc2)Oc2cc(-c3ccccc3F)ccc2S1(=O)=O	10	46*	·	-3	·	·	5
CC(C)N1C(=O)c2ccccc2N(Cc2ccccc2)S1(=O)=O	12	?	1	-9	-3	-7	7
COC(=O)/C=C1\Nc2ccc(Cl)cc2C(=O)NC1=O	10	?	0	8	·	·	6
COCC(=O)N1[C@H](CO)[C@@H](c2ccccc2)[C@H]1CN(C)C(=O)c1ccncc1	24	-14	-7	-12	3	-8	13
CC(C)NC(=O)Nc1ccc2c(c1)C(=O)N([C@H](C)CO)C[C@H](C)[C@@H](CN(C)Cc1ccccc1)OCCCC[C@H](C)O2	-3	2	0	-7	0	-2	-15
CCCC(O)C#Cc1cnc2c(c1)C(=O)N([C@H](C)CO)C[C@H](C)[C@H](CN(C)Cc1ccc3c(c1)OCO3)O2 (stereo not given in full)	-7	?	0	·	-3	-16	0
Cc1ccc(C)c(C(=O)COC(=O)C(C)N2C(=O)C3C4CCC(C4)C3C2=O)c1 (stereo not given)	5	-7	-2	-15	-17	4	7
CC(O)(CS(=O)(=O)Cc1ccc(Cl)cc1)C(=O)Nc1cccc(C(F)(F)F)c1 (stereo not given)	8	-1	4	·	-5	0	1
CCCCN(C=O)c1c(CC)nc2ccc(C(=O)N(C)Cc3ccco3)cn12	-2	-8	27	1	·	·	26
Cc1nn(C)c(C)c1CCC(=O)NC1CC(C)(C)Cc2c1cnn2-c1ccccc1 (stereo not given)	·	8	-1	12	-1	1	-6
O=C1/C(=C/c2cccnc2)Cc2ccc(Cl)cc21	-6	-5	-5	-12	-7	-2	9
CCOc1ccc(S(=O)(=O)N2CCN(CC)CC2)cc1NC(=O)c1ccccc1F	1	1	1	-21	-5	3	-12
Cc1ccc2nc3n(c(=O)c2c1)-c1cc(Cl)ccc1C(=O)NC3Cc1ccc(O)cc1 (stereo not given)	5	·	-3	-50	·	·	14
COc1ccc(C(C(=O)NC(C)(C)C)N(C(=O)CCC(=O)Nc2cc(C)on2)c2ccccc2F)cc1 (stereo not given)	1	2	7	16	7	2	-3
Cc1cccc(C)c1NC(=O)C(c1ccncc1)N1CCN(C)CC1 (stereo not given)	-4	14	-4	-23	2	·	1
CCS(=O)(=O)N1CCCCN2[C@H](CO)[C@H](c3ccc(-c4cccc(C#N)c4)cc3)[C@H]2C1	·	-16	-3	-10	1	-11	-17
Cc1c(C(=O)N2CCOCC2)cc(C(C)(C)C)n1-c1ccccc1	15	?	-3	6	-1	-11	-6
CN1C(=O)c2cc(NC(=O)Cc3cccs3)ccc2OC[C@@H]2O[C@@H](CC(=O)O)CC[C@H]21	-4	-4	-3	4	5	14	8
COc1ccc(OC)c2[nH]c(=O)c(CCNC(=O)C(C)C)cc12	-12	-7	2	-4	2	-2	28
COc1cccc(/C=N/NC(=O)CNC(=O)COc2ccccc2)c1O	-7	-2	-6	25	0	43	0
COC(=O)C[C@H]1CC[C@@H]2[C@H](COc3ccc(NC(=O)C4CC4)cc3C(=O)N2C)O1	2	-2	0	-11	-1	-8	-23
C[C@@H]1CN([C@@H](C)CO)C(=O)c2cc(NC(=O)c3ccncc3)ccc2O[C@@H](C)CCCCO[C@@H]1CN(C)Cc1ccc(C(F)(F)F)cc1	18	-4	-2	23	16*	0	-24
Cc1cccc(Nc2cc(C)nc3ccccc23)c1	-11	11	-2	16	5	-1	-21
O=C1CNC[C@@H]2[C@H](c3ccc(C4=CCCC4)cc3)[C@H](CO)N12	4	-4	2	·	6	·	8
C[C@@H]1CN([C@@H](C)CO)C(=O)c2cc(NC(=O)CCC(F)(F)F)ccc2O[C@@H](C)CCCCO[C@@H]1CN(C)CC1CCCCC1	-2	-19	·	-5	·	-10	6
CCN1CCN(c2ccc(S(=O)(=O)N3CCCCC3)cc2NC(=O)c2ccc(OC(F)F)cc2)CC1	14	2	8	0	1	31	-5
CCC(Sc1nc2c(c(=O)n1CC)SC(C)C2)C(=O)OC (stereo not given)	3	-10	-3	-16	-5	-2	·
COc1ccc(-c2ccc3c(c2)C2CC3CCN2C(=O)C2CCCCC2)cc1 (stereo not given)	15	-6	-1	6	2	-2	9
O=C(Nc1cccc(F)c1)N1CC(=O)N2[C@H](C1)[C@H](c1ccc(C#CC3CC3)cc1)[C@@H]2CO	-1	7	2	·	-1	·	10

(next part)
SMILES	EWS-Fli inh	DENV2 CPE rescue	CASP6 VEID inh	PAX8 reporter	SIRT5 inh	ARNT-TACC3 inh	LGR2 inh
O=C1CCCCC1Oc1ccc2ccc(=O)oc2c1 (stereo not given)	-22	7	7	-17	-10	-16	-6
O=C(C1CCCCC1)N1C[C@H](n2cc(C3CC3)nn2)[C@@H](O)C[C@@H]1c1ccccc1	-1	-12	-1	7	-2	·	-3
O=C(CSc1nccn1-c1cccc(F)c1)NC1CCCC1	-3	1	-1	10	2	2	12
CSc1ccc(Cn2c(C)c(C(=O)NCc3cccc(C)c3)sc2=O)cc1	0	?	0	-2	·	·	3
Cc1cccc(S(=O)(=O)NC(=O)C2(C)CCN2C(=O)Cc2cccs2)c1 (stereo not given)	-2	-4	7	9	-3	·	1
CN(C)CCSc1nc(N)c2c3c(sc2n1)COC(C)(C)C3	-7	-4	-4	·	1	-2	·
COc1ccc(OC)c(/C=C/c2ccnc3ccccc23)c1	70*	4	-2	33	3	-2	-3
CN(CCO)C(=O)c1cccc2c1-c1ccccc1C2=O	9	3	0	·	-4	0	-8
COc1cccc(C2SCC(=O)N2c2ccc(Cl)cc2)c1OC (stereo not given)	1	4	-1	-9	0	-2	2
Cn1c(CN2CCOCC2)nnc1SCC(=O)Nc1cc(Cl)ccc1Cl	0	-4	-1	-21	4	8	7
O=C(Cn1nnc(-c2cccs2)n1)N1CCOCC1	-9	-1	-4	-15	-4	24	-6
O=C(NC1CCCC1)N1CCCCN2[C@H](C1)[C@H](c1ccc(-c3ccncc3)cc1)[C@@H]2CO	-3	9	0	-19	2	-5	-15
CCOCCn1c(=O)c2c(nc3n2CCN3c2ccc(C)cc2)n(C)c1=O	1	3	-1	-8	0	7	-3
C[C@H]1CN([C@@H](C)CO)C(=O)c2cccc(NS(=O)(=O)c3cn(C)cn3)c2O[C@H]1CN(C)C(=O)Nc1ccccc1	-8	-5	2	·	-1	-7	1
CC(C)CC#Cc1cnc2c(c1)C(=O)N([C@H](C)CO)C[C@@H](C)[C@@H](CN(C)C(=O)Cc1ccccc1)O2	8	10	-1	1	-1	5	-12
COc1ccccc1C(=O)NC(CCSC)C(=O)NCCCn1nc(C)cc1C (stereo not given)	6	-2	10	4	-6	-2	-8
C#Cc1cccc(C(=O)N2CCCC(CCC(=O)NCc3ccccc3F)C2)c1 (stereo not given)	-5	-16	-1	-8	-2	11	-14
CCNC(=O)NC(=O)C(C)Sc1nc2ccccc2c(=O)n1-c1cccnc1 (stereo not given)	0	3	-1	-11	-6	·	-1
S=C(Nc1ccc(Cl)cc1Cl)N1CCCC1	-64	-9	-3	-83	-2	-3	-13

Shown as a hit in SIRT5 inh, of those listed so far:
Structure	DENV2 CPE rescue	CASP6 VEID inh	SIRT5 inh	ARNT-TACC3 inh	LGR2 inh
C[C@@H]1CN([C@@H](C)CO)C(=O)c2cc(NC(=O)c3ccncc3)ccc2O[C@@H](C)CCCCO[C@@H]1CN(C)Cc1ccc(C(F)(F)F)cc1	-4	-2	16*	0	-24

In another format: results already given
CN(C)CCSc1nc(N)c2c3c(sc2n1)COC(C)(C)C3
- EWS-Fli inh: -7
- DENV2 CPE rescue: -4
- CASP6 VEID inh: -4
- PAX8 reporter: ·
- SIRT5 inh: 1
- ARNT-TACC3 inh: -2
- LGR2 inh: ·
COc1ccc(OC)c(/C=C/c2ccnc3ccccc23)c1
- EWS-Fli inh: 70*
- DENV2 CPE rescue: 4
- CASP6 VEID inh: -2
- PAX8 reporter: 33
- SIRT5 inh: 3
- ARNT-TACC3 inh: -2
- LGR2 inh: -3

Compound activity (PubChem)
